All columns: NCI-60 one-dose screen, growth in % after 48 h at 10 µM unless noted; 100 = growth as untreated, 0 = no growth, -100 = all killed.
UACC-62: UACC-62 melanoma | AID 1794756 | hit rate 5.4% among 81,000
HS 578T: HS 578T breast cancer; hit rate 4.1% among 78,000
SK-MEL-2: SK-MEL-2 melanoma | hit rate 4.7% among 77,000
UACC-257: UACC-257 melanoma | hit rate 4.4% among 78,000 | AID 1794764
BT-549: BT-549 breast cancer; hit rate 4.4% among 78,000; AID 1794793
MALME-3M: MALME-3M melanoma; hit rate 5.8% among 78,000; AID 1794766
SK-MEL-28: SK-MEL-28 melanoma. hit rate 4.1% among 81,000
T-47D: T-47D breast cancer | hit rate 5% among 79,000
Starred values were filed as active, the others as inactive. Rule for the calls: active = growth percent below 10; inactive = the rest.

Results for CCn1cc(C(=O)N/N=C(\C)c2cccnc2)c(=O)c2ccc(C)nc21 ?
UACC-62: 86.2; HS 578T: 83.6; SK-MEL-2: 95.4; UACC-257: 90.7; BT-549: 96.7; MALME-3M: 96.8; SK-MEL-28: 97.1; T-47D: 88.1

What do the screens show for `C=C(C)[C@@H]1CC[C@]2(C(=O)NCC(=O)OC)CC[C@]3(C)[C@H](CC[C@@H]4[C@@]5(C)CCC(=O)C(C)(C)[C@@H]5CC[C@]43C)[C@@H]12`?
UACC-62: 33.9; HS 578T: 80.8; SK-MEL-2: 86.6; UACC-257: 57.1; BT-549: 73.7; MALME-3M: 102.3; SK-MEL-28: 100.4

What do the screens show for `N#CCc1ccc(Cl)c(Cl)c1`?
UACC-62: 103.2; HS 578T: 95.9; SK-MEL-2: 120.8; UACC-257: 92.0; BT-549: 115.8; MALME-3M: 103.3; SK-MEL-28: 107.5; T-47D: 104.2

How did O=C1/C(=C\c2cn(-c3ccccc3)nc2-c2cccc([N+](=O)[O-])c2)CCc2ccccc21 do in these assays?
UACC-62: 71.1; HS 578T: 95.4; SK-MEL-2: 99.5; UACC-257: 105.9; BT-549: 113.5; MALME-3M: 106.4; SK-MEL-28: 110.6; T-47D: 84.2

Results for Nc1cc(C(=O)O)c(O)c(S(=O)(=O)O)c1 ?
UACC-62: 109.8; HS 578T: 120.6; SK-MEL-2: 113.4; UACC-257: 108.6; BT-549: 111.9; MALME-3M: 100.0; SK-MEL-28: 113.7; T-47D: 118.8

What do the screens show for `Cc1cccc(Nc2nc(N)nc(N)c2N)c1`?
UACC-62: 101.2; HS 578T: 87.8; SK-MEL-2: 104.4; BT-549: 259.5; MALME-3M: 628.5; SK-MEL-28: 105.0; T-47D: 93.5

What do the screens show for `COc1cccc(C)c1[N+](=O)[O-]`?
UACC-62: 102.7; HS 578T: 100.2; SK-MEL-2: 102.2; UACC-257: 111.7; BT-549: 102.2; MALME-3M: 132.5; SK-MEL-28: 106.0; T-47D: 102.7

What do the screens show for `O=C(O)c1ccc2c(c1)Cc1ccccc1-2`?
UACC-62: 93.5; HS 578T: 88.8; SK-MEL-2: 103.6; UACC-257: 101.6; BT-549: 94.7; MALME-3M: 85.5; SK-MEL-28: 99.2

Results for O=C1/C(=C/C(Cl)=C/c2ccccc2)SC(=S)N1CCc1ccc(O)cc1 ?
UACC-62: -24.7*; HS 578T: 37.5; SK-MEL-2: 12.8; UACC-257: 17.4; BT-549: 11.6; MALME-3M: -2.3*; SK-MEL-28: -26.0*; T-47D: -34.4*

Results for O=C1NC2NC(=NCCN3CCOCC3)NC2N1 (centres undefined) ?
UACC-62: 90.6; HS 578T: 103.6; SK-MEL-2: 109.3; UACC-257: 124.8; BT-549: 102.0; MALME-3M: 96.2; SK-MEL-28: 103.4; T-47D: 100.5

Results for O=c1[nH]cc(I)c(=O)[nH]1 ?
UACC-62: 96.1; HS 578T: 96.6; SK-MEL-2: 100.7; BT-549: 123.3; MALME-3M: 120.3; SK-MEL-28: 119.4; T-47D: 81.5

What do the screens show for `NC(=O)c1cccc(-n2ccc3cc(NC(=O)c4ccc(Cl)c(C(F)(F)F)c4)ccc32)n1`?
UACC-62: 82.5; HS 578T: 70.0; SK-MEL-2: 90.5; UACC-257: 98.2; BT-549: 77.1; MALME-3M: 89.2; SK-MEL-28: 86.0; T-47D: 44.0

How did Brc1cnc2[nH]cc(-c3nnc(-c4ccccc4)o3)c2c1 do in these assays?
UACC-62: 66.9; HS 578T: 79.2; SK-MEL-2: 73.3; UACC-257: 112.4; BT-549: 82.0; MALME-3M: 78.9; SK-MEL-28: 90.9; T-47D: 56.5

How did CC1(C)C(=O)NC(=O)N1CO do in these assays?
UACC-62: 95.7; HS 578T: 125.0; UACC-257: 142.6; BT-549: 114.1; MALME-3M: 110.2; SK-MEL-28: 90.4; T-47D: 114.1

How did ClC1=C(Br)C(Br)(Br)C(=C(Br)Br)C1(Br)Br do in these assays?
UACC-62: 81.2; HS 578T: 103.1; SK-MEL-2: 110.2; UACC-257: 87.6; BT-549: 112.8; MALME-3M: 94.1; SK-MEL-28: 102.4; T-47D: 73.6

What do the screens show for `c1ccc(CSC2(SCc3ccccc3)CCCC2)cc1`?
UACC-62: 87.2; HS 578T: 98.5; SK-MEL-2: 85.0; UACC-257: 94.8; BT-549: 109.3; MALME-3M: 88.9; SK-MEL-28: 110.2; T-47D: 92.6

How did CCn1c(SCC(=O)Nc2ccc(/C(C)=N\O)cc2)nnc1-c1ccc(OC)c(OC)c1 do in these assays?
UACC-62: 106.1; HS 578T: 93.6; SK-MEL-2: 108.2; UACC-257: 97.8; BT-549: 124.5; MALME-3M: 98.0; SK-MEL-28: 100.8; T-47D: 92.2

How did CC(=O)OC1CCC2(C)C(=CCC3C2CCC2(C)C(C(C)CCCC(C)C)CCC32)C1 (centres undefined) do in these assays?
UACC-62: 106.3; HS 578T: 106.9; UACC-257: 95.8; MALME-3M: 98.8; SK-MEL-28: 108.2; T-47D: 108.9

What do the screens show for `Cc1c(C(C)C)cc(C(C)C)c(CN(C)C)c1C`?
UACC-62: 101.3; HS 578T: 105.6; SK-MEL-2: 85.9; UACC-257: 111.1; BT-549: 103.3; MALME-3M: 123.2; SK-MEL-28: 106.4; T-47D: 103.4

Results for CC(=O)Nc1c(Cl)cc2c(c1Cl)Cc1cc(N)ccc1-2 ?
UACC-62: 84.8; HS 578T: 110.5; SK-MEL-2: 106.3; UACC-257: 108.9; BT-549: 101.0; SK-MEL-28: 117.4; T-47D: 94.0

Results for CCc1cc(=O)n2c(-c3ccc(Cl)cc3)cnc2[nH]1 ?
UACC-62: 89.0; HS 578T: 106.5; SK-MEL-2: 111.6; UACC-257: 102.7; BT-549: 98.7; MALME-3M: 101.9; SK-MEL-28: 107.4; T-47D: 95.5

How did CC(=O)OC[C@H]1O[C@@H](OCc2cn(CC(=O)O[C@@H]3C[C@]4(C)[C@H]5CC[C@@H]6[C@H]7[C@H](C(C)C)CC[C@]7(C(=O)O)CC[C@@]6(C)[C@]5(C)CC[C@H]4C(C)(C)C3=O)nn2)[C@H](OC(C)=O)[C@@H](OC(C)=O)[C@@H]1OC(C)=O do in these assays?
UACC-62: 64.6; HS 578T: 92.8; SK-MEL-2: 83.4; UACC-257: 64.8; BT-549: 77.4; MALME-3M: 103.7; SK-MEL-28: 94.6; T-47D: 72.2

Results for C/C(=C(/C)C1CC1CCNS(=O)(=O)c1ccc(C)cc1)c1ccc(C)cc1 (centres undefined) ?
UACC-62: 70.1; HS 578T: 96.3; SK-MEL-2: 100.9; UACC-257: 91.3; BT-549: 101.8; SK-MEL-28: 99.6; T-47D: 61.2

What do the screens show for `COc1cc(CNC(=O)/C=C/c2ccccc2)ccc1OCc1cn(-c2ccccc2F)nn1`?
UACC-62: 81.1; HS 578T: 91.5; SK-MEL-2: 99.7; UACC-257: 99.3; BT-549: 102.1; MALME-3M: 98.2; SK-MEL-28: 110.3; T-47D: 96.7

What do the screens show for `COc1ccc2c(c1)C(=O)N(C)C2C1c2c(cc3c(c2OC)OCO3)CCN1C` (centres undefined)?
UACC-62: 26.8; HS 578T: 48.4; SK-MEL-2: 57.5; UACC-257: 71.0; BT-549: 68.5; MALME-3M: 33.8; SK-MEL-28: 55.9; T-47D: 56.3

How did Cc1cccc(Oc2ccc(Nc3ncnc4ccc(NC(=O)CN5CCN(C)CC5)cc34)cc2Cl)c1 do in these assays?
UACC-62: -27.4*; HS 578T: -2.1*; SK-MEL-2: -70.7*; UACC-257: -66.4*; BT-549: 70.3; MALME-3M: -72.6*; SK-MEL-28: -84.6*; T-47D: 7.6*

What do the screens show for `C=NC(C(=O)NC1C(=O)N2C1SC(C)(C)C2C(=O)O)c1ccccc1` (centres undefined)?
UACC-62: 108.7; HS 578T: 113.8; SK-MEL-2: 101.5; UACC-257: 112.8; BT-549: 113.4; SK-MEL-28: 110.3; T-47D: 101.5

What do the screens show for `Cc1c(CCNC=O)cc(C)c2c3c(oc12)CCCC3`?
UACC-62: 95.2; HS 578T: 90.9; SK-MEL-2: 113.4; UACC-257: 108.6; BT-549: 80.6; MALME-3M: 93.3; SK-MEL-28: 96.2; T-47D: 84.2

What do the screens show for `CS(=O)(=O)c1ccc(C(=O)N/N=C/c2cccnc2)cc1`?
UACC-62: 97.0; HS 578T: 98.5; UACC-257: 96.2; BT-549: 103.6; MALME-3M: 106.0; SK-MEL-28: 110.6; T-47D: 86.3

What do the screens show for `COc1cccc(Nc2ccnc3[nH]c4ccc([N+](=O)[O-])cc4c23)c1`?
UACC-62: 24.2; HS 578T: 27.8; SK-MEL-2: 40.2; UACC-257: 57.4; BT-549: 80.3; MALME-3M: 53.0; SK-MEL-28: 65.7; T-47D: 41.8

Results for C[C@]12CC[C@@H]3c4ccc(O)c([N+](=O)[O-])c4CC[C@H]3[C@@H]1CCC2=O ?
UACC-62: 87.3; HS 578T: 78.0; SK-MEL-2: 106.8; UACC-257: 106.3; BT-549: 78.3; MALME-3M: 98.5; SK-MEL-28: 114.6; T-47D: 114.6

How did N#Cc1ccc(-c2nn(-c3ccc(C(=O)O)cc3)cc2CNc2ccccc2)cc1 do in these assays?
UACC-62: 88.7; HS 578T: 97.7; SK-MEL-2: 100.0; UACC-257: 102.4; BT-549: 96.3; MALME-3M: 91.4; SK-MEL-28: 102.4; T-47D: 84.6

Results for COc1ccc(-c2nc(N/N=C/c3cccc(F)c3)nc(N3CCOCC3)c2C#N)cc1 ?
UACC-62: 97.8; HS 578T: 92.8; SK-MEL-2: 108.6; UACC-257: 107.2; BT-549: 106.9; MALME-3M: 87.2; SK-MEL-28: 95.9; T-47D: 97.3

Results for CCN(C(=S)Nc1cccc2ccccc12)c1ccccc1 ?
UACC-62: 98.8; HS 578T: 109.4; SK-MEL-2: 122.6; UACC-257: 106.7; BT-549: 100.6; MALME-3M: 94.9; SK-MEL-28: 95.8; T-47D: 90.6

How did Cc1ccc(C)n1-c1ccsc1C(=O)NNC(=O)C(Cl)Cl do in these assays?
UACC-62: 93.4; HS 578T: 100.1; SK-MEL-2: 105.6; UACC-257: 98.2; BT-549: 112.0; MALME-3M: 93.2; SK-MEL-28: 112.2

Results for CCCCCCCCCCCCCCCCCN(C)C(=O)OCC ?
UACC-62: 106.6; HS 578T: 96.8; SK-MEL-2: 116.5; BT-549: 119.6; MALME-3M: 97.9; SK-MEL-28: 114.6; T-47D: 91.9

Reprinted from the part before: 4 compounds; new compounds follow.
Results for COc1ccc(-c2nc(N/N=C/c3cccc(F)c3)nc(N3CCOCC3)c2C#N)cc1 ?
UACC-62: 97.8; HS 578T: 92.8; SK-MEL-2: 108.6; UACC-257: 107.2; BT-549: 106.9; MALME-3M: 87.2; SK-MEL-28: 95.9; T-47D: 97.3

Results for CCN(C(=S)Nc1cccc2ccccc12)c1ccccc1 ?
UACC-62: 98.8; HS 578T: 109.4; SK-MEL-2: 122.6; UACC-257: 106.7; BT-549: 100.6; MALME-3M: 94.9; SK-MEL-28: 95.8; T-47D: 90.6

How did Cc1ccc(C)n1-c1ccsc1C(=O)NNC(=O)C(Cl)Cl do in these assays?
UACC-62: 93.4; HS 578T: 100.1; SK-MEL-2: 105.6; UACC-257: 98.2; BT-549: 112.0; MALME-3M: 93.2; SK-MEL-28: 112.2

Results for CCCCCCCCCCCCCCCCCN(C)C(=O)OCC ?
UACC-62: 106.6; HS 578T: 96.8; SK-MEL-2: 116.5; BT-549: 119.6; MALME-3M: 97.9; SK-MEL-28: 114.6; T-47D: 91.9

What do the screens show for `C=C1C(=O)O[C@H]2[C@H]1CC/C(Cn1cc(CNC(=O)c3cc4ccccc4[nH]3)nn1)=C\CC[C@@]1(C)O[C@@H]21`?
UACC-62: 49.8; HS 578T: 99.9; SK-MEL-2: 59.6; UACC-257: 61.7; BT-549: 87.9; MALME-3M: 0.1*; SK-MEL-28: 54.4; T-47D: 48.7

How did COc1ccc2oc3c(c4c(c5c6ccccc6n(C)c35)C(=O)NC4=O)c2c1 do in these assays?
UACC-62: 94.7; HS 578T: 102.8; SK-MEL-2: 104.5; UACC-257: 103.7; BT-549: 108.8; MALME-3M: 95.8; SK-MEL-28: 99.0; T-47D: 93.7

What do the screens show for `CC1(C)C=Cc2c(ccc3c2N(O)C(=O)[C@]32C[C@@]34NC(=O)[C@]5(CCCN5C3=O)C[C@@H]4C2(C)C)O1`?
UACC-62: 103.3; HS 578T: 102.8; SK-MEL-2: 107.5; UACC-257: 100.6; BT-549: 102.0; MALME-3M: 93.8; SK-MEL-28: 104.4; T-47D: 107.0

How did CS(=O)c1nccc(-c2c(-c3ccc(F)c(OCc4ccccc4)c3)nc3sccn23)n1 (centres undefined) do in these assays?
UACC-62: 93.6; HS 578T: 101.5; UACC-257: 19.8; BT-549: 109.3; MALME-3M: 91.7; SK-MEL-28: 55.5; T-47D: -11.6*

Results for Cc1ccc(-n2cc(C=O)c(-c3ccc(S(C)(=O)=O)cc3)n2)cc1 ?
UACC-62: 81.4; HS 578T: 106.1; SK-MEL-2: 101.5; UACC-257: 95.5; BT-549: 93.5; MALME-3M: 52.0; SK-MEL-28: 97.6; T-47D: 98.0

What do the screens show for `Cc1ccc(Nc2nc(C)c(C(/C=C/c3ccc4c(c3)OCO4)=N/Nc3ccc([N+](=O)[O-])cc3[N+](=O)[O-])s2)c([N+](=O)[O-])c1`?
UACC-62: 86.8; HS 578T: 98.1; SK-MEL-2: 107.8; UACC-257: 97.0; BT-549: 92.0; MALME-3M: 115.1; SK-MEL-28: 113.1; T-47D: 94.0

How did CC(C)N1C(=O)c2c(F)c(F)c(F)c(F)c2C1=O do in these assays?
UACC-62: 80.7; HS 578T: 90.3; SK-MEL-2: 104.0; UACC-257: 92.2; BT-549: 102.2; MALME-3M: 100.8; SK-MEL-28: 99.5; T-47D: 93.8

High-throughput results (PubChem BioAssay)
